# Assay outcomes from PubChem.
# OX1R antag-1 – blocks the human orexin 1 receptor. O43613. OX1R-expressing cells, FRET antagonist read-out. inhibition, % at 6.6 µM. hit rate 1.8% among 330,000. AID 485270; in the data active = inhibition mostly above about 38%, no sharp cut-off; inactive = mostly below about 40%;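 also: 0% = agonist challenge alone and 100% = reference antagonist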
# Target sequence (O43613 whole entry, looked up): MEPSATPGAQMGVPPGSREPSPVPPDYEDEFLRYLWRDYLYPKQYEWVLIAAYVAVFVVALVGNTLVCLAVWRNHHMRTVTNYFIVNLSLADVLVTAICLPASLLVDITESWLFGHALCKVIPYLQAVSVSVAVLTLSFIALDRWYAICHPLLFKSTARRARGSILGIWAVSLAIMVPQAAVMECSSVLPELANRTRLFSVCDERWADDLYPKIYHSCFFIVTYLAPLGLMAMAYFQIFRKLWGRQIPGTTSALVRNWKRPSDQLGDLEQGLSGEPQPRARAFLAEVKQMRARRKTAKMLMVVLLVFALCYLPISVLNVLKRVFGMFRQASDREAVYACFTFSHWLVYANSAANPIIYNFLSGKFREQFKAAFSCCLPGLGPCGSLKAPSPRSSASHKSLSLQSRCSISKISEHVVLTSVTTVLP
# OX1R antag-2 – antagonists of human orexin 1 receptor; O43613; CHO/OX1R cells, Fluo-8 calcium fluorescence, orexin A; inhibition, % at 5 µM; hit rate 0.43% among 330,000; AID 434989;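 active = inhibition above its plate's threshold, mean inhibition of all tested compounds on the plate plus 3 SD, cut at about 37% in these data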;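 also: 0% = orexin A challenge wells and 100% = SB-334867-A antagonist wells; not every result past the cut was called active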
# The depositor's hits bear a star.
SMILES,OX1R antag-1,OX1R antag-2
CS(=O)(=O)Nc1cccc(C(=O)CC2(O)C(=O)Nc3ccc(Br)cc32)c1 (configuration not stated),5,-6
CC(C)(C)c1ccc(-c2nnc3sc(-c4ccccn4)nn23)cc1,13,-3
N#CC[C@H](Cc1ccccc1)N1CCN(Cc2ccccc2)CCC1=O,13,-31
CCc1cc(=O)[nH]c(SCC(=O)N2CCCC2)n1,3,-20
CCCc1nnc(SCC(=O)N2CCOCC2)n1CC1CCCO1 (configuration not stated),5,-18
CN(C(=O)CSc1nc2ccccc2c(=O)n1-c1ccccc1F)C1CCS(=O)(=O)C1 (configuration not stated),12,-20
Cn1c(CC(=O)Nc2ccc(Cl)c(Cl)c2)nnc1SCC(=O)Nc1nccs1,16,-8
O=c1[nH]cc(S(=O)(=O)Nc2ccc3c(c2)OCO3)c(=O)[nH]1,13,-1
CSc1oc(-c2ccco2)nc1S(=O)(=O)c1ccccc1,10,-5
Cc1ccc(Sc2ccc(CN3CCCCC3)cc2[N+](=O)[O-])cc1,10,-25
CCc1ccc(Nc2ccc(S(=O)(=O)N3CCOCC3)cc2[N+](=O)[O-])cc1,22,16
O=[N+]([O-])c1ccc2nn(Cc3ccccc3)cc2c1,10,-28
CCCCNc1c(-c2ccc(-c3ccc(C(C)=O)cc3)c(OC)c2)nc2cc(C)ccn12,23,24
CC(=O)c1ccc(NC(=O)c2cnn3c(C(F)F)cc(C4CC4)nc23)cc1,14,-3
CCC(C(=O)NCC1CCCO1)N(Cc1ccc(F)cc1)C(=O)CNS(=O)(=O)c1ccccc1 (configuration not stated),1,-16
Cc1ccccc1NS(=O)(=O)c1ccc(OCC(=O)NCC2CCCO2)cc1 (configuration not stated),9,-6
Cc1nn(CC(=O)NCCN2CCOCC2)c(=O)c2ccccc12,6,1
CC(C)CC(=O)Nc1ccc(C(=O)NNC(=O)C(c2ccccc2)c2ccccc2)cc1,7,-1
COC(=O)N/N=C/c1cc(Cl)c(OCc2ccc(F)cc2)c(OC)c1,17,-31
CC(CCc1ccccc1)NC(=O)c1ccccc1F (configuration not stated),7,-27
NC(=O)c1cc2ccccc2o/c1=N/NC(=O)c1cccc(Cl)c1,9,-1
OCCC1CN(C/C(Cl)=C/c2ccccc2)CCN1C1CCCC1 (configuration not stated),8,-39
COc1ccc(C(=O)NCCNC(=O)c2cnccn2)cc1OC,19,-4
COCc1cc(=O)n2[nH]c(-c3ccco3)cc2n1,0,7
CCc1ccc(C(=O)NNC(=O)CC2OC(=O)c3ccccc32)cc1 (configuration not stated),10,-13
Cc1c(C)c(C)c(S(=O)(=O)n2[nH]c(=O)c(CCO)c2C)c(C)c1C,16,-19
CCCc1ccc(C(=O)N2CCN(c3ccccc3OCC)CC2)cc1,14,-33
Cc1ccccc1NC(=O)C1CCCN1S(=O)(=O)c1cccc2cccnc12 (configuration not stated),43*,6
CCN(CC(=O)Nc1c(F)cccc1F)C(=O)Cc1csc(-c2ccccc2)n1,63*,-10
COc1ccc(NC(=O)CCCC(=O)c2ccccc2)cc1OC,3,-17
Cc1cc2oc(C(=O)Nc3c(C)n(C)n(-c4ccccc4)c3=O)c(C)c2cc1C,14,-33
C=CCNC(=S)NNC(=O)c1cc(Cl)ccc1OC,6,-19
CC(C)Sc1ccc([N+](=O)[O-])cc1C(=O)Nc1ccncc1,28,-37
CN(C)CCCNc1oc(-c2ccccc2Cl)nc1S(=O)(=O)c1ccc(F)cc1,27,-20
CCOc1cc(/C=C2\C(=O)N(c3nc(-c4ccc(Br)cc4)cs3)N=C2c2ccccc2)ccc1O,15,-19
O=C(OCn1nnc2ccccc2c1=O)c1cc(-c2ccccc2)nc2ccccc12,21,-23
Cc1noc(C)c1-c1ccc2nc[nH]c(=O)c2c1,6,3
CC(C)(C)c1cc(C(=O)Nc2cccnc2)cc(C(=O)Nc2cccnc2)c1,-8,-24
CCOc1ccc(NN=C(C(=O)OC)C(=O)OC)c([N+](=O)[O-])c1,8,0
c1ccc2c(Nc3ccc4c(c3)OCCO4)c3c(nc2c1)CCCC3,15,-7
CCOC(=O)c1c(CSc2nc(C)cc(C)c2C#N)n(C)c2cc(Br)c(OC(C)=O)cc12,8,-16
S=C(Nc1ccccc1)N1CCN(Cc2ccccc2)CC1,2,-22
CCOc1ccc(-n2c(C)nc3cc(C(=O)NCCN4CCOCC4)ccc32)cc1,4,3
COc1ccccc1/C=N/NC(=O)c1[nH]c(C)c(C(=O)N/N=C/c2ccccc2OC)c1C,5,-23
CCc1ccc(C2=NN(CCC(=O)NC3CCCCCC3)C(=O)CC2)cc1,34,-32
NC(=S)Cc1nc(-c2ccccc2)cs1,25,13
CCc1ccc(C(C(=O)NC2CCCC2)N(Cc2cccnc2)C(=O)c2csnn2)cc1 (configuration not stated),17,-39
CCc1ccc(CN2CCCC(CNC(=O)c3cc(OC)cc(OC)c3)C2)cc1 (configuration not stated),4,-30
CCc1cc2c(=O)c(-c3cnn(-c4ccccc4)c3)c(C)oc2c(CN2CCCCC2)c1O,25,-15
Cc1cccc(C)c1OCCN1C(=O)NC(C)(c2ccccc2)C1=O (configuration not stated),12,-24
CCN(CC(=O)NCc1ccc(Cl)cc1)C(=O)COc1cccc(C(F)(F)F)c1,9,-1
CCOC(=O)C1CN(S(=O)(=O)c2ccc(F)cc2)C1,16,-17
CCOC(=O)c1oc2ccc(CNCCO)c(Cl)c2c1C,0,-24
COc1ccc2c(c1)[nH]c1c(=O)n(/N=C/c3ccc(OC)c(COc4ccccn4)c3)cnc12,14,-7
O=C(Cn1nnc(-c2ccc(Cl)cc2)n1)NC1CC2CCC1C2 (configuration not stated),11,-23
Cc1ccc(CN(Cc2ccccn2)C(=O)Nc2ccc(C)c(C)c2)cc1,7,-3
Cc1cccc(-c2nn(-c3ccccc3)cc2C(=O)N(C)CC(=O)Nc2ccc(N3CCOCC3)cc2)c1,21,-8
C[C@H](NC(=O)c1ccc(Cl)cc1)C(=O)NCCc1ccc(S(N)(=O)=O)cc1,11,-17
CCCCC/C=C\C[C@H](O)/C=C/c1cccc(C[C@H](O)CCCCO)n1,5,-12
COc1cccc(N2CC(=O)N(c3cccc(OC)c3)CC2=O)c1,1,-6

# A different layout for some results above:
OX1R antag-1	OX1R antag-2	canonical_smiles
8	-16	CCOC(=O)c1c(CSc2nc(C)cc(C)c2C#N)n(C)c2cc(Br)c(OC(C)=O)cc12
2	-22	S=C(Nc1ccccc1)N1CCN(Cc2ccccc2)CC1
4	3	CCOc1ccc(-n2c(C)nc3cc(C(=O)NCCN4CCOCC4)ccc32)cc1
5	-23	COc1ccccc1/C=N/NC(=O)c1[nH]c(C)c(C(=O)N/N=C/c2ccccc2OC)c1C
34	-32	CCc1ccc(C2=NN(CCC(=O)NC3CCCCCC3)C(=O)CC2)cc1
25	13	NC(=S)Cc1nc(-c2ccccc2)cs1
17	-39	CCc1ccc(C(C(=O)NC2CCCC2)N(Cc2cccnc2)C(=O)c2csnn2)cc1 (configuration not stated)
4	-30	CCc1ccc(CN2CCCC(CNC(=O)c3cc(OC)cc(OC)c3)C2)cc1 (configuration not stated)
25	-15	CCc1cc2c(=O)c(-c3cnn(-c4ccccc4)c3)c(C)oc2c(CN2CCCCC2)c1O
12	-24	Cc1cccc(C)c1OCCN1C(=O)NC(C)(c2ccccc2)C1=O (configuration not stated)
9	-1	CCN(CC(=O)NCc1ccc(Cl)cc1)C(=O)COc1cccc(C(F)(F)F)c1
16	-17	CCOC(=O)C1CN(S(=O)(=O)c2ccc(F)cc2)C1
0	-24	CCOC(=O)c1oc2ccc(CNCCO)c(Cl)c2c1C
14	-7	COc1ccc2c(c1)[nH]c1c(=O)n(/N=C/c3ccc(OC)c(COc4ccccn4)c3)cnc12

# (continued)
SMILES,OX1R antag-1,OX1R antag-2
Cc1ccc(CNC(=O)Cn2cccc2C(=O)c2ccccc2C)cc1,9,-18
Cc1cccc(C)c1NC(=O)c1c(O)c2ccccc2[nH]c1=O,11,-27
O=c1cc(CN2CCN(c3cccc(Cl)c3)CC2)c2cc3c(cc2o1)CCCC3,8,2
NC(=O)c1cc(C(=O)c2cccc(Cl)c2Cl)c[nH]1,10,-5
Clc1ccc(/C=N/Nc2ncnc3ccccc23)cc1Cl,22,-12
COc1ccc(NC(=S)NC(=O)Cc2ccccc2)cc1,-8,-20
CCc1cc2cccc(C)c2nc1SCC(=O)NNC(=O)c1ccco1,70*,0
CC(=O)c1ccc(NC(=O)c2ccc3snnc3c2)cc1,7,-1
CCCCN(C(=S)Nc1ccccc1)C1CCS(=O)(=O)C1 (configuration not stated),14,-11
CC(C)(C)C(=O)NNC(=O)CCCOc1ccc(Cl)cc1Cl,16,-7
COc1ccccc1-n1c(C)nnc1SCC(=O)Nc1cccc(C(C)=O)c1,4,-10
O=C(c1cc2c(s1)-c1ccccc1OC2)N1CCc2ccccc2C1,32,-18
COc1ccc(CSC2=CS(=O)(=O)c3ccccc3N2)cc1,10,-33
CCNC(=S)N/N=C(\C)c1cccc([N+](=O)[O-])c1,5,-3
COc1cc2[nH]c(=O)n(Cc3ccc(C(=O)NCCCN4CCC(C)CC4)cc3)c(=O)c2cc1OC,22,-45
NC(=O)CSc1nnc(CSc2ncccn2)n1-c1ccccc1,5,6
O=C(CCC1CCCC1)Nc1ccc(Br)cn1,30,-24
CCn1c(-c2cc(C3CC3)nc3ccccc23)n[nH]c1=S,20,-29
CC(=O)Nc1ccc(OC(=O)c2cc3ccccc3oc2=O)cc1,65,-21
O=C(O)CSc1ncccn1,3,-10
CC(CS(=O)(=O)c1ccc2c(c1)NC(=O)CS2)C(=O)NCc1ccccc1Cl (configuration not stated),-2,-50
CC(C)CN1C(=O)C(=O)N(CC(=O)N(C)CC(=O)Nc2ccc(Cl)c(C(F)(F)F)c2)C1=O,6,6
O=C(CN1C(=O)/C(=C/c2ccccc2F)SC1=S)NC1C=CS(=O)(=O)C1 (configuration not stated),11,-4
CC1OC(OC2C(Oc3c(-c4ccc(O)cc4)oc4cc(O)cc(O)c4c3=O)OC(COC3O[C@@H](C)[C@H](O)[C@@H](O)C3O)C(O)C2O)C(O)C(O)C1O (some centres not stated),11,-11
CN(C)c1ccc(NC(=O)CSc2nc3c(c(=O)[nH]2)CCCC3)cc1,16,-4
O=C(OCC(=O)N1CCc2ccccc2C1)c1ccc(Cl)c([N+](=O)[O-])c1,18,-7
COC(=O)c1nnn(-c2nonc2N)c1CN1CCc2ccccc21,9,-13
CCCCc1nnc(NC(=O)c2ccc3c(=O)n4c(nc3c2)CCC4)s1,26,-30
CCCCCCC1CC(C)(/C(C)=N/NC(N)=O)OC1=O (configuration not stated),18,-17
CCOC(=O)c1cnc2nc(NCc3ccc(OCc4ccccc4)cc3)[nH]n2c1=O,4,-17
Cc1cc(-c2csc(NC(=O)c3ccc(=O)n(C)n3)n2)c(C)n1CC1CCCO1 (configuration not stated),6,-2
Cn1nnnc1SCC(=O)Nc1ccc(Cl)cn1,23,-8
CCOc1ccc(NC(=O)c2ccc3c(SCC(=O)O)c4c(nc3c2)CCCC4)cc1,15,-8
CC(C)N(CC#CCC(O)(c1ccccc1)c1ccccc1)C(C)C,-1,-21
CC(=O)NC(=S)Nc1ccc(NC(=O)c2cccs2)cc1,16,-17
CC1(C)C(=O)OC(C(=O)c2ccc(C(C)(C)C)cc2)C(C)(C)C1=O (configuration not stated),36,-6
CCOC(=O)C1(Cc2cccc(Cl)c2)CCCN(C(=O)c2cnn(CC)c2)C1 (configuration not stated),21,-14
Cc1cc(C)n(CCOc2nonc2N)n1,0,7
Cc1csc(NC(=O)C2CCN(C(=O)CSc3nnc(C)n3Cc3ccccc3)CC2)n1,4,-22
Cc1cc(C(=O)COc2ccccc2[N+](=O)[O-])c(C)n1-c1cccc(S(=O)(=O)N2CCOCC2)c1,10,-4
COc1cc(OC)c(NS(=O)(=O)c2cc3[nH]c(=O)c(=O)[nH]c3cc2C)cc1Cl,6,-16
COc1ccccc1NS(=O)(=O)c1cc(NC(=O)c2ccc3c(c2)OCCO3)ccc1C,14,-9
CN(C)c1nc(SCc2ccccc2Cl)nc2c1CCCC2,24,-2
Cc1cc(=O)oc(C)c1C(=O)N1CCc2c([nH]c3ccccc23)C1C(C)C (configuration not stated),20,-18
O=C1CSC2=NCN(c3ccccc3)CN12,17,-1
CCOCCCNC(=O)CCNS(=O)(=O)c1ccc(C)cc1,5,3
Cc1ccc(-n2cc(S(=O)(=O)c3ccc(C)cc3)[nH]c2=O)cc1,16,-19
Nc1ccc2oc(-c3cccc4ccccc34)nc2c1,82*,-4
Cc1ccc(/C=N/n2c(C)cc(C)c(C#N)c2=O)o1,11,8
CCOC(=O)[C@@H]1[C@H]2COc3ccccc3[C@H]2N2C(=O)N(c3ccc(C)cc3)C(=O)[C@]12C,24,-9
COCCn1c(N)c(Sc2ccccc2[N+](=O)[O-])c(=O)[nH]c1=O,38,-6
NS(=O)(=O)c1ccc(CNC(=O)C(c2ccccc2)c2ccccc2)cc1,17,-1
Cc1ccc(NC(=O)c2ccc(Cn3cc(Cl)cn3)o2)c(C)c1,6,-16
CC1(C)CC(N2CCN(Cc3ccccc3)CC2)=CC(=[N+]2CCCCC2)C1,5,-10
CC(=O)Nc1ccc(NC(=O)CN2CCN(c3cccc(C(F)(F)F)c3)CC2)cc1,5,-10
Cc1cccc(N2CCN(C(=O)CCS(=O)(=O)c3ccc4c(c3)NC(=O)C(C)S4)CC2)c1C (configuration not stated),1,-9
CCOc1ccc(NC(=O)c2ccc(NC(=O)Cc3n[nH]c(=O)c4ccccc34)cc2)cc1,4,-4
Cc1cccc([C@@H]2[C@@H]3C(=O)N(Cc4ccccc4)C(=O)[C@@H]3[C@]3(Cc4ccccc4)C(=O)N(c4ccc(C(F)(F)F)cc4)C(=O)N23)c1,25,-33
CC12CC(NC(=O)N1c1cccc(C(=O)N3CCCCC3)c1)c1ccccc1O2 (configuration not stated),10,-12
O=C(COC(=O)c1cnc(Cl)c(Cl)c1)Nc1ccc(S(=O)(=O)N2CCCC2)cc1,2,-20
N#C/C(=C\c1ccc(O)c(O)c1)C(=O)Nc1cccc2ncccc12,15,-15

# 2 entries from above, as tab-separated lines:
Molecule	OX1R antag-1	OX1R antag-2
Cc1cc(=O)oc(C)c1C(=O)N1CCc2c([nH]c3ccccc23)C1C(C)C (configuration not stated)	20	-18
O=C1CSC2=NCN(c3ccccc3)CN12	17	-1
